ANO1 block: TMEM16A chloride channel inhibitors, primary screen, cell-based, HTS. HEK293 TMEM16A/YFP iodide influx fluorescence, ionomycin. normalized B-score (activity score, 25-100; higher = stronger inhibition) at 10 µM. 310,000 compounds, 1.2% hits;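 active = ratio plate-corrected score three or more library SD toward inhibition, starting fluorescence score within five deviations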;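 note: score derived from kinetic fluorescence span divided by baseline fluorescence per well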
hERG protect: hERG rescue from dofetilide block, primary screen, cell-based, CHO-hERG, FluxOR thallium flux, dofetilide IC70; dofetilide IC70 present; activation (rescue from dofetilide block), less the hit threshold, % at 10 µM; 310,000 compounds, 0.51% hits; AID 1511, 2009;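 active = activation above the mean of controls blocked by dofetilide plus 5 SD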;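 note: thallium influx through hERG after potassium depolarization seen as dye fluorescence rise; in these data hits start at about 4.7%; inactives centre near -7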
HDAC3 inh: HDAC3 deacetylase inhibitors, primary screen, biochemical, fluorescence, cell-free homogeneous | Histone deacetylase 3 (Homo sapiens), O15379 | recombinant HDAC3, fluorogenic peptide/trypsin coupled | inhibition, % at 8.3 µM | 320,000 compounds, 0.15% hits; in the data active = inhibition above about 26%, passing the limit was not always enough; inconclusive = no clear call, values can overlap the other calls
KCNQ1 act: potentiators or activators of KCNQ1 channel, primary screen, cell-based, thallium flux, high-throughput; Potassium voltage-gated channel subfamily KQT member 1 (Homo sapiens), P51787; CHO-K1 KCNQ1, thallium flux FluxOR fluorescence; hits give high values; B-score at 10 µM; 310,000 compounds, 0.35% hits;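 active = fluorescence ratio B-score, a plate-corrected score, at least three library SD, with initial intensity B-score within 5 SD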
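Test system: CHO-K1 cells stably expressing KCNQ1 / Medium: assay buffer / Also added: depolarizing K+/Tl+ stimulus, K2SO4 and Tl2SO4 each 12.5 mM in 5x stock / Incubation: 90 min dye loading and 20 min compound exposure, both at room temperature / Signal: thallium influx via FluxOR fluorescence, kinetic imaging / Evaluation: B score of baseline-normalized fluorescence ratio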
TRPC4 agonist: activators of mouse TRPC4 channel, primary screen, Fluo4 calcium, HEK293 TRPC4beta/mu-opioid cells; Fluo4 calcium fluorescence; hits give high values; B-score at 10 µM; 310,000 compounds, 0.49% hits; Short transient receptor potential channel 4 (Mus musculus), Q9QUQ5;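 active = B-score above 5 SD of library B-scores, and initial fluorescence ratio not above library mean plus 5 SD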;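 note: positive B-score marks a calcium rise read as TRPC4 activation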
Target sequence (Q9QUQ5 whole entry, looked up): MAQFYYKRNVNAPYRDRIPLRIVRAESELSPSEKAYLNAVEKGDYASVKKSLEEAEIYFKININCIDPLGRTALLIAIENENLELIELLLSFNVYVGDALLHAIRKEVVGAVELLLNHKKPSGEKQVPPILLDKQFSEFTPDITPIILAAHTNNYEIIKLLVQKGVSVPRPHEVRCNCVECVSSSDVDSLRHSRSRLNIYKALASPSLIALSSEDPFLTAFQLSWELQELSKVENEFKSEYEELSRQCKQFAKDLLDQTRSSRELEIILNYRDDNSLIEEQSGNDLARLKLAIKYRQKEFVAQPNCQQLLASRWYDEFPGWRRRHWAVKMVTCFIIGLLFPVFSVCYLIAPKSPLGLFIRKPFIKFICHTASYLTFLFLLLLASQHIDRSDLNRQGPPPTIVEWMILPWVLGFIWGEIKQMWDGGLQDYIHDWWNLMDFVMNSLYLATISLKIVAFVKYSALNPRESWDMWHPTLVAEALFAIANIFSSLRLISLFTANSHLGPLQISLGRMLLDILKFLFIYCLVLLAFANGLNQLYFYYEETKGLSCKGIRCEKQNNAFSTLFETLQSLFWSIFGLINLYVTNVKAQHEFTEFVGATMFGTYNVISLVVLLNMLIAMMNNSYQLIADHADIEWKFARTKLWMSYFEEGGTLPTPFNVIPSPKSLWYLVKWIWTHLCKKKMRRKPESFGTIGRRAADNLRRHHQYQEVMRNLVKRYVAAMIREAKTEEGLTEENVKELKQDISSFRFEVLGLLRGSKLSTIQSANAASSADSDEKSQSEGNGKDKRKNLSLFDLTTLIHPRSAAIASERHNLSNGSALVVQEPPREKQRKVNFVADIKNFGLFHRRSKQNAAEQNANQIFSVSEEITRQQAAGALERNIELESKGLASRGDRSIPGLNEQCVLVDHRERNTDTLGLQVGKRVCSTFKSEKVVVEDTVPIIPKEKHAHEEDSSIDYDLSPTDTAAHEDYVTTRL
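Material: HEK293 stable line with TRPC4beta plus mu-opioid receptor; technique: Fluo4 calcium-sensitive dye fluorescence, kinetic, 1 Hz baseline; timing: Fluo4 dye loading 45 min at room temperature, 110 s recording; controls: assay buffer as low control, maximal DAMGO as high control; read-out: integrated baseline-normalised fluorescence ratio, converted to per-well B score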
TRPC4 potent: positive allosteric modulators of TRPC4, primary screen, cell-based, mouse TRPC4beta, HEK293 mu-opioid, Fluo-4 calcium; Short transient receptor potential channel 4 (Mus musculus), Q9QUQ5; DAMGO EC20, Fluo-4 Ca2+ flux; hits give high values; B-score at 10 µM; 310,000 compounds, 0.42% hits;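 active = B-score of calcium response area above 5 SD of library B-scores, with initial fluorescence ratio within 5 SD of library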;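 note: B-score of integrated fluorescence ratio over time as area under calcium response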
KCNK9 block: KCNK9 potassium channel inhibitors, primary screen, HEK293 cells, thallium flux; FluxOR thallium flux fluorescence; hits give low values; B-score at 10 µM; 310,000 compounds, 1.2% hits; AID 488922, 2010;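 active = ratio B-score over 3 SD below the library mean, with starting fluorescence within 5 SD of its mean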;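 note: negative B-score means less thallium flux so channel inhibition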
KCNQ1 block: inhibitors of human KCNQ1 channel, primary screen, cell-based, thallium flux, high-throughput; CHO-K1 KCNQ1, FluxOR thallium flux fluorescence; hits give high values; B-score at 10 µM; 310,000 compounds, 1.3% hits; Potassium voltage-gated channel subfamily KQT member 1 (Homo sapiens), P51787;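 active = compounds whose thallium flux B-score, printed positive for inhibition, exceeds three library SD while starting fluorescence stays within three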;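 note: channel opened by potassium depolarization with thallium stimulus after 20 min compound exposure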
ANO1 activ: TMEM16A chloride channel activators or potentiators, primary screen, cell-based, HTS; HEK293 TMEM16A/YFP-H148Q/I152L, iodide quench fluorescence; hits give low values; B-score at 10 µM; 340,000 compounds, 0.3% hits;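 active = fluorescence-ratio B-score plate-corrected deviation score at least 3 library SD below zero, with starting fluorescence score within 5 deviations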;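 note: channel opened by trigger with iodide after compound preincubation; score built on the fluorescence ratio of max minus min over baseline; more negative score means more quench and so TMEM16A activation or potentiation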
KCNK3 block: human KCNK3 channel inhibitors, primary screen, CHO cells, FluxOR thallium flux, B-score; FluxOR fluorescence; hits give low values; B-score at 10 µM; 340,000 compounds, 0.84% hits; AID 602410, 2012;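 active = B-score under library mean minus 4 SD, starting fluorescence ratio at most library mean plus 5 SD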;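 note: more negative B-score means stronger inhibition of thallium flux through KCNK3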
Dyrk1A ADPGlo: rat Dyrk1A kinase inhibitors, primary screen, biochemical, single point, plate reader. ADP-Glo luminescence, NFATc1 peptide. inhibition, % at 12.5 µM. AID 504441, 2011. 310,000 compounds, 0.43% hits; in the data active = inhibition above about 50%;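 note: plate controls were vehicle with enzyme for no effect and no enzyme for full effect; many of its hits are not listed in these tables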
Starred values were filed as active, the others as inactive; i = inactive; ? = inconclusive; / = not tested or not shown. An excerpt; count on the stated rates, not on these rows.

SMILES	ANO1 block	hERG protect	HDAC3 inh	KCNQ1 act	TRPC4 agonist	TRPC4 potent	KCNK9 block	KCNQ1 block	ANO1 activ	KCNK3 block	Dyrk1A ADPGlo
Oc1c(Cl)cc(Cl)cc1CNc1ccc(Br)cn1	i	-4	5	i	i	i	i	i	i	i	-2
C[C@]12C=CC(=O)C=C1CC[C@@H]1C2=CC[C@]2(C)[C@@H](C(=O)CN3CCN(c4cc(N5CCCC5)nc(N5CCCC5)n4)CC3)CC[C@@H]12	i	-7	4	i	i	i	i	i	i	i	60*
CCOC(=O)c1sc(N(Cc2ccccc2)C(=O)COC(=O)c2ccccc2O)nc1C	i	-13	-2	i	i	i	-6.7*	i	i	i	-4
CCOc1ccc2nc(N/C(N)=N/C(=S)Nc3ccc(C)c(C)c3)nc(C)c2c1	i	-8	9	i	i	i	i	i	i	i	-7
C/C(=N\N1CCN(C2c3ccccc3-c3ccccc32)CC1)c1ccco1	i	-2	-4	i	i	i	i	i	i	i	-3
CCOC(=O)c1sc(=S)n(-c2cccc(C(F)(F)F)c2)c1SC	i	-17	-5	i	i	i	i	i	i	i	7
CCOC(=O)N1CCN(C(=O)c2c[nH]c3ccc(S(=O)(=O)N(C)c4cccc(C)c4)cc3c2=O)CC1	i	-4	4	i	i	i	i	i	-6.3*	i	1
CCOc1cccc(NC(=O)c2cccc(F)c2)c1	i	-12	2	i	i	i	i	i	i	i	0
COC(=O)c1sc(NC(=O)c2ccc([N+](=O)[O-])o2)c(C#N)c1C	i	-19	7	i	i	i	i	i	i	i	30
COC(=O)c1cccc(Cn2nc(C)c([N+](=O)[O-])c2C)c1	i	-2	-2	i	i	i	i	i	i	i	-4
CC(C)C(=O)NC(=S)Nc1ccc(S(=O)(=O)NC2CCCCC2)cc1	i	-13	-1	i	i	i	i	i	i	i	-5
Cc1cc2occ(CC(=O)N(CC(C)C)c3c(N)n(Cc4ccccc4)c(=O)[nH]c3=O)c2cc1C	i	-14	4	i	i	i	i	i	i	i	5
CCc1nnc(NS(=O)(=O)c2ccc(NCc3cc(Cl)cc(Cl)c3O)cc2)s1	i	-20	3	i	i	i	i	i	i	i	-5
COc1cc(NS(=O)(=O)c2ccc(NC(=O)C34CC5CC(CC(C5)C3)C4)cc2)ncn1	i	0	6	i	i	i	i	i	i	i	9
Cc1cccc(N(C)S(=O)(=O)c2ccc3[nH]c(=O)c(=O)[nH]c3c2)c1	i	-8	6	i	i	i	i	i	i	i	-5
COc1cccc(Oc2coc3cc(OC(=O)N4CCOCC4)ccc3c2=O)c1	i	-7	-5	i	i	i	i	i	i	i	-1
O=C(CSc1nc(-c2ccccc2)c(-c2ccccc2)o1)NCCCO	i	-4	-8	i	i	i	i	i	i	i	2
CCCN1CNC(=S)N(c2cc(C)ccc2C)C1	i	-13	-1	i	i	i	i	i	i	i	-1
OCCN1CCN(C2Cc3cc(Cl)ccc3Sc3ccc(Cl)cc32)CC1 (stereo not drawn) (tested in a mixture with another compound)	i	-22	11	i	i	i	-8.6*	7*	i	i	-3
COc1c(F)c(F)c(C(=O)Nc2ccc(-c3nc4ccccc4[nH]3)cc2)c(F)c1F	i	-8	4	i	i	i	i	i	i	i	-2
NC(=O)N\N=C/C=C/C=C/c1ccc(F)cc1	i	-4	1	i	i	i	i	i	i	i	31
Cc1ccccc1-c1ccc(=O)n(CC(=O)Nc2ccc(S(=O)(=O)N(C)C)cc2)n1	i	-3	10	i	i	i	i	i	i	i	-4
COc1ccc(S(=O)(=O)NNC(=O)C23CC4CC(CC(C4)C2)C3)cc1	i	-11	-5	i	i	i	i	i	i	i	2
CCOC(=O)C1CCCN(c2c(Nc3cc(C)cc(C)c3)c(=O)c2=O)C1 (stereo not drawn)	i	-12	-1	i	i	i	i	i	i	i	16
COc1cccc(NC(=O)c2ccc(-c3ccc([N+](=O)[O-])cc3)o2)c1	i	-4	?	i	i	i	i	i	i	i	-3
CC(NS(=O)(=O)c1ccccc1)C(=O)NC1CCCC1 (stereo not drawn)	i	-10	3	i	i	i	i	i	i	i	0
COc1ccc(/C=N/NC(=O)c2ccc(CSc3nc(C)cc(C)n3)cc2)cc1O	i	-10	6	i	i	i	i	i	i	i	1
C=CCc1cccc(C=Nc2ccc(Br)cc2)c1O	i	-11	2	i	i	i	i	i	i	i	3
COc1ccccc1CNC(=O)CCCNC(=O)Cn1cnc2sc(C)c(C)c2c1=O	i	-3	1	i	i	i	i	i	i	i	2
CCOC(=O)N1CCN(C(=O)C2CCN(S(=O)(=O)c3ccc(Cl)cc3)CC2)CC1	i	-5	-2	i	i	i	i	i	i	i	41

One compound at a time, from the list above. Screens in order: ANO1 block | hERG protect | HDAC3 inh | KCNQ1 act | TRPC4 agonist | TRPC4 potent | KCNK9 block | KCNQ1 block | ANO1 activ | KCNK3 block | Dyrk1A ADPGlo
COc1ccc(S(=O)(=O)NNC(=O)C23CC4CC(CC(C4)C2)C3)cc1 is listed with i | -11 | -5 | i | i | i | i | i | i | i | 2
COc1ccccc1CNC(=O)CCCNC(=O)Cn1cnc2sc(C)c(C)c2c1=O is listed with i | -3 | 1 | i | i | i | i | i | i | i | 2

(more compounds)
SMILES	ANO1 block	hERG protect	HDAC3 inh	KCNQ1 act	TRPC4 agonist	TRPC4 potent	KCNK9 block	KCNQ1 block	ANO1 activ	KCNK3 block	Dyrk1A ADPGlo
C=CCOc1ccc(CNC(C)(C)CO)cc1OCC	i	-6	7	i	i	i	i	i	i	i	7
CC(C)N1C(=O)/C(=C/c2nc3ccccc3c(=O)n2-c2ccccc2)c2ccccc21	i	-20	4	i	i	i	i	6*	i	i	0
Cc1ccc(CNC(=O)Cn2nnc3ccccc3c2=O)cc1	i	-16	3	i	i	i	i	i	i	i	-7
CCCNC(=O)CCc1c(C)nc2c(c(C)nn2-c2ccccc2)c1C	i	-1	-6	i	i	i	i	i	i	i	-2
Cc1ccc(-c2nn(-c3ccccc3)cc2C(=O)OCC(=O)Nc2ncc(Cl)cc2Cl)cc1	i	-6	-9	i	i	i	i	i	i	i	-5
COc1ccc(C(=O)NCC(C)(C)CNC(=O)c2ccc(OC)c(OC)c2)cc1OC	i	-6	-1	i	i	i	i	i	i	i	3
CCOC(=O)C1=C(Nc2ccccc2)OCC1=O	i	-6	3	i	i	i	i	i	i	i	-1
O=C(Cc1cccs1)Nc1nnc(SCc2ccc(F)cc2)s1	i	-9	0	i	i	i	i	i	i	i	-6
CCOC(=O)C1=C(C)NC(SCc2cc(=O)[nH][nH]2)=C(C#N)C1c1cccs1 (stereo not drawn)	i	-7	1	i	i	i	i	i	i	i	0
C/C(=N\NC(=O)COc1ccc(C)cc1C(C)C)c1cc2ccccc2o1	i	0	-4	i	i	i	i	i	i	i	-6
Cc1[nH]c2ccccc2c1C(=O)CSC(=S)N(C)C1CCCCC1	i	-4	-6	i	i	i	i	i	i	i	-1
CC12CCC(C(=O)NCc3ccc4c(c3)OCO4)(CC1=O)C2(C)C (stereo not drawn)	i	5.3*	-7	i	i	i	i	i	i	i	-1
OCCOCCNc1ncnc2c1cnn2-c1ccc(Cl)cc1	i	-8	-1	i	i	i	i	i	i	i	5
CC(=O)Nc1ccc(S(=O)(=O)N2CCN(c3ccc([N+](=O)[O-])c(NCCN4CCOCC4)c3)CC2)cc1	i	-8	4	i	i	i	i	i	i	i	-1
O=C(CCS(=O)(=O)c1ccc(Br)cc1)N1CCN(c2ccccc2F)CC1	i	/	-7	/	/	/	/	/	i	i	0
COc1ccc(Cc2nnc(NC(=O)c3cccc(C)c3)s2)cc1	i	-9	-4	i	i	i	i	i	i	i	2
Cc1cccc(C2c3[nH]c4ccccc4c3CCN2C(=O)c2cc3c([nH]c2=O)CCCC3)n1 (stereo not drawn)	i	-7	/	i	i	i	i	i	i	i	-1
COc1ccc(-c2nc(C)sc2CC(=O)O)cc1	i	-1	2	i	i	i	i	i	i	i	7
Cc1cc(NC(=O)C2CC=CCC2C(=O)O)no1 (stereo not drawn)	i	-11	2	i	i	i	i	i	i	i	-7
COc1ccccc1OCC(=O)NNC(=O)c1cccs1	i	-3	13	i	i	i	i	i	i	i	-6
Cc1ccc(NS(=O)(=O)c2ccc(Cl)c(NC(=S)NC(=O)C3CCCCC3)c2)cc1Cl	i	-6	13	i	i	i	i	i	i	i	-3
CN(CC(=O)Nc1c(Cl)cccc1Cl)C(=O)c1n[nH]c2ccccc12	i	-5	/	i	i	i	i	i	i	i	3
O=C(NC(=S)Nc1ccc(-c2ccc(CO)o2)cc1)c1cccs1	100*	-2	2	i	i	i	i	i	i	i	-3
CCOc1ccccc1NC(=O)C1CCCN1C(=O)OCc1ccccc1 (stereo not drawn)	i	-6	-8	i	i	i	i	i	i	i	-1
CCN(CC(=O)Nc1ccccc1OC)C(=O)C1CCC1	i	-7	-4	i	i	i	i	i	i	i	-3
O=C(c1cc(COc2c(F)cccc2F)on1)N1CCN(C2CCCCC2)CC1	i	-10	/	i	i	i	i	i	i	i	-1
Cn1cccc1CNC(=O)Nc1ccccc1	i	-15	2	i	i	i	i	i	i	i	5
CC(=O)NC1(c2cccc(F)c2)CCN(CC(=O)NC2CCCCC2)CC1	i	-4	-2	i	i	i	i	i	i	i	2
COC(=O)CC1(c2ccccc2)C(=O)c2ccccc2C1=O	i	-7	5	i	i	i	i	i	i	i	4
CC(Sc1nnnn1C)C(=O)Nc1ccccc1 (stereo not drawn)	i	-3	-1	i	i	i	i	i	i	i	7
COc1ccc(C(=O)c2c3ccc(C(F)(F)F)cc3[n+]([O-])n2CCCN)cc1	i	-11	5	i	i	i	i	i	i	i	16
Cn1c(-n2c(CCCN3C(=O)c4ccccc4C3=O)nc3ccccc3c2=O)nc2ccccc21	i	-14	-5	i	i	i	i	i	i	i	-4
COc1ccccc1N1C(=O)C2CC(C)=C(C)CC2C1=O (stereo not drawn)	i	-1	2	i	i	i	i	i	i	i	-2
COc1cc(OC)cc(C(=O)NC(=S)N(Cc2ccccc2)C(C)C)c1	i	17*	6	27*	i	i	i	i	i	i	-3

Bioassay records from PubChem BioAssay.
